Screening results deposited in PubChem BioAssay by Sanford-Burnham Center for Chemical Genomics.
SENP8 block-1: SENP8 protease inhibition. Q96LD8. 1.2% of 330,000 active. purified SENP8, Z-RLRGG-aminoluciferin cleavage, luminescence. inhibition, % at 10 µM. AID 2540; in the data active = inhibition above about 50%
Target sequence (Q96LD8 whole entry, looked up): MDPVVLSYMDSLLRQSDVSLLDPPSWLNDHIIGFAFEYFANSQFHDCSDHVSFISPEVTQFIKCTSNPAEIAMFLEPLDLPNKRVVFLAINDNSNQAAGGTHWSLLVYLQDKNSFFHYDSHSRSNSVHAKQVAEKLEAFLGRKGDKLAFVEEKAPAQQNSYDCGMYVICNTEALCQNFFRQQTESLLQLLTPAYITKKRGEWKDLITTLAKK
PfGluPho inh: PfG6PD (Plasmodium falciparum) enzyme inhibition | AID 504690 | PfGluPho enzyme, NADPH resazurin-diaphorase fluorescence | 0.78% of 350,000 active | inhibition, % at 20 µM;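 active = inhibition reaching at least a set limit at 20 µM in the primary screen, cut at about 59% in these data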;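 also: 0% = DMSO wells with substrate and 100% = DMSO wells lacking glucose-6-phosphate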
SENP6 block: blocks the human protease SENP6 | inhibition, % at 10 µM | Q9GZR1 | Recombinant SENP6 catalytic domain, aminoluciferin luminescence | 1.8% of 330,000 active;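 active = inhibition above about 50% at the single tested dose, limit read from the data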;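 also: plate controls were DMSO wells with enzyme for no effect and DMSO wells lacking enzyme for full effect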
Target sequence (Q9GZR1 628-1112 limits assumed): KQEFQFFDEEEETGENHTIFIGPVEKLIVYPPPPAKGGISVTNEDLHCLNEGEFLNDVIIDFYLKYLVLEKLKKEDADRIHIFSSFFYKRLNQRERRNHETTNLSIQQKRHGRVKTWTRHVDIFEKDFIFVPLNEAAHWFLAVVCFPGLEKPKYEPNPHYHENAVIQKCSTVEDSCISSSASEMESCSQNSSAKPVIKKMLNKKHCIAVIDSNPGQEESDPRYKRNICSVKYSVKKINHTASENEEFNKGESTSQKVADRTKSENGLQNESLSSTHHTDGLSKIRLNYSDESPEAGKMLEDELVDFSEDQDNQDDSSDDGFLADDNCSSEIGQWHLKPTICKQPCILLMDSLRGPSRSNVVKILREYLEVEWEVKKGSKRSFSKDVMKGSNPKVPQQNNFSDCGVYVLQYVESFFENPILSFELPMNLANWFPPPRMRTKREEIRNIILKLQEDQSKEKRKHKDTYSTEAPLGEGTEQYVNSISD
HKDC1 inh: inhibitors of human hexokinase HKDC1; 0.16% of 340,000 active; recombinant HKDC1, G6PDH/diaphorase resazurin coupled fluorescence; AID 493160; inhibition, % at 20 µM;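 active = inhibition above about 35% when tested at 20 µM, limit read from the data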;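 also: plate controls were DMSO wells with enzyme for no effect and DMSO wells lacking enzyme for full effect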
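test system = in-house recombinant HK5 (HKDC1) enzyme | amount = HKDC1 at 5 µg/mL | control set = DMSO-enzyme wells negative, buffer-substituted wells positive | compound = one dose of 20 µM, 1% DMSO | schedule = reaction time 90 min, room temperature, protected from light | technique = resorufin fluorescence at 613 nm | reagent = glucose with 1 mM ATP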
SENP1 FRET inh: blocks the human SENP1 SUMO protease catalytic domain; Q9P0U3; recombinant SENP1 catalytic domain, CyPet-SUMO1-YPet FRET cleavage; inhibition, % at 10 µM; 0.21% of 360,000 active; AID 624204;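 active = inhibition at least 30% at 10 µM, raw YFP signal under a set limit, fluorescence ratio 0.5 to 1.5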;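 also: 0% = enzyme with DMSO and 100% = no enzyme wells; some results filed as inactive read as strong as hits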
Target sequence (Q9P0U3 419-644 limits assumed): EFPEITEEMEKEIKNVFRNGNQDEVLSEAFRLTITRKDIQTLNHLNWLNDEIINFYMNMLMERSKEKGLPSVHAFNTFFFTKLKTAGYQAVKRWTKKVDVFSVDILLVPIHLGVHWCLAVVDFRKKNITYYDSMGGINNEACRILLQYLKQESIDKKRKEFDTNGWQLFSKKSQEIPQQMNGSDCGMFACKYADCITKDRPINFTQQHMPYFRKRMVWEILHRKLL
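system = hSENP1 catalytic domain, recombinant | reagent = SFCypet-SUMO1-SFYpet substrate at 25 nM | doses = one dose per compound, 10 µM, 0.5% DMSO | incubation = enzyme reaction for 50 min at room temperature, dark | measured by = FRET, CFP and YFP emission | controls = no-enzyme low, enzyme-DMSO high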
SENP7 block: inhibitors of human SENP7 protease; recombinant SENP7, Z-RLRGG-aminoluciferin luminescence, 40 min; 1.5% of 330,000 active; inhibition, % at 5 µM; Q9BQF6;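 active = inhibition above about 50% at the single test dose, limit read from the data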;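 also: plate controls were DMSO with enzyme for no effect and no enzyme buffer wells for full effect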
Apaf-1 inh: inhibitors of human Apaf-1 apoptosome | reconstituted apoptosome caspase-3 activity, DEVD-Rh110 fluorescence | 0.71% of 330,000 active | inhibition, % at 20 µM | O14727; active = inhibition of at least 40% at 20 µM;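 also: plate controls were DMSO wells for no effect and DEVD-CHO caspase inhibitor wells for full effect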
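detection = Rh110 fluorescence intensity | test system = biochemical Apaf-1 apoptosome reconstitution | also added = cytochrome c and DEVD-Rh110 substrate | schedule = 30 min plus 50 min, RT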
SENP8 block-2: inhibitors of human SENP8 protease | Q96LD8 | recombinant SENP8, Nedd8 substrate fluorescence | inhibition, % at 20 µM | 0.64% of 360,000 active | AID 602440; in the data active = inhibition mostly above about 40%, no sharp cut-off; inactive = mostly below about 27%
Starred values were filed as active, the others as inactive; · = not tested or not shown.

molecule	SENP8 block-1	PfGluPho inh	SENP6 block	HKDC1 inh	SENP1 FRET inh	SENP7 block	Apaf-1 inh	SENP8 block-2
COCCNC(=O)Cn1cc(C=C2C(=O)NC(=O)NC2=O)c2ccccc21	-6	3	-27	12	2	-5	0	11
Fc1ccc(CNCCc2ccc3c(c2)OCO3)cc1	5	11	-18	-5	-2	1	-15	11
O=C(CN1CCN(Cc2cccc(Cl)c2)C1=O)N1CCC2(CC1)OCCO2	-2	18	-10	0	3	0	-3	11
Cc1ccccc1N1CCN(Cc2ccc3c(c2)OCO3)CC1	-4	-1	2	-4	1	-8	-3	13
CCC(C)N1C(=O)NC(=O)C2(Cc3cc(C)ccc3N(C)C2)C1=O (stereo unspecified)	-5	14	11	5	-16	1	9	-19
Nc1nnc(CCN2CCCCC2)s1	4	10	7	-8	1	-3	-14	4
CCOCCCn1c(N)c(C(=O)Nc2sc3c(c2C(=O)OC)CCCC3)c2nc3ccccc3nc21	4	18	-1	14	-27	5	-1	-299
CCN1CCC2(CCNC2)C1 (stereo unspecified)	3	-19	2	-2	1	1	-6	6
C=C(c1ccccc1)P(=O)(O)O	-15	-10	-14	-6	-1	-13	9	3
C=C(Cl)CSC(=S)N(CC)CC	-17	14	-4	-5	1	-10	3	0
CCOc1ccc2oc(C(=O)NN3C(C)CCCC3C)c(C)c2c1 (stereo unspecified)	7	-4	7	-1	-14	9	-9	-28
CC[n+]1c(-c2ccccc2)c2cc(N)ccc2c2ccc(N)cc21	·	50	·	5	45	·	·	97*
CCCCS(=O)(=O)N1CCN(C(=N)N[N+](=O)[O-])CC1	-8	-16	2	-6	0	4	-3	4
Cn1cc(/C=C2\C(=O)NC(=O)N(c3ccccc3)C2=O)c2ccccc21	-7	-1	-7	12	-2	-2	1	18
CCOc1ccccc1N=C1SCCCN1C	10	-7	-19	-8	1	-2	-14	13
CCOc1cc(C2NCc3ccccc3-n3cccc32)ccc1OC (stereo unspecified)	-3	2	-1	-5	1	-7	2	14
FC(F)(F)C1=NC(C(F)(F)F)=NP(N2CCOCC2)(N2CCOCC2)=N1	-12	-11	-17	-5	2	-9	-9	4
O=C1C=CC(=O)C=C1	3	54	-7	48*	-2	7	1	11
COC(=O)C1=C(c2ccc(Cl)c(C(F)(F)F)c2)C[C@@H]2CC[C@H]1N2C(=O)NCC1CC1	11	8	1	2	1	-3	12	23
CC(C)C(=O)N1CCN(CCN=Cc2c(O)n(C)c(=O)n(C)c2=O)CC1	1	-6	-4	11	0	-7	-5	6
N#Cc1ccccc1Cn1cc(C(=O)c2ccccc2F)c2ccccc21	0	-9	6	7	3	8	15	10
CN(C)CC(C(=O)Cc1ccccc1)c1ccccc1 (stereo unspecified)	·	7	·	-1	1	·	·	8
CN1C(=O)C(=Cc2ccc(Sc3ccccc3)o2)C(=O)N(C)C1=S	4	-10	-8	1	-2	6	-8	8
CC(ON1CC1(C(F)(F)F)C(F)(F)F)(C(N)=O)C(N)=O (stereo unspecified)	8	10	18	9	1	4	-7	-2
O=C(O)C(Cc1cnc[nH]1)NS(=O)(=O)c1ccc(Cl)cc1 (stereo unspecified)	-1	7	6	-13	0	5	3	15
COc1ccc(CC(=O)Nc2ccc(C#N)c(Cl)c2)cc1S(=O)(=O)N1CCOCC1	1	-8	2	-6	0	-4	7	-394
CN1C(=O)N(C)C(=O)C2(Cc3cc([N+](=O)[O-])ccc3N3CCN(C(=O)c4ccccc4)CC32)C1=O (stereo unspecified)	-3	-8	-11	-2	0	4	-2	3
CCCCP(=O)(O)c1ccccc1	-2	-4	-5	3	-2	2	-14	31
COc1c(C)cc(C(=O)C2CCCN(C3CCOCC3)C2)cc1C (stereo unspecified)	-7	-9	-10	-6	0	-9	6	14
Cc1ccc2c(c1)C(c1ccccc1)NCC(=O)N2 (stereo unspecified)	6	6	3	-5	1	6	-1	4
CC(C)Cc1nc(N2CCNCC2)c(C#N)c2c1CCC2	-1	-4	-14	-4	2	5	-8	-293
Cc1nc2ccc(Cl)cc2c(=O)n1-c1ccccc1Cl	-10	10	-9	-8	-1	8	9	3
C[n+]1ccc(-c2ccccc2)c2ccccc21	0	-3	-4	-1	0	0	4	-488
COC(=O)C1=C(c2ccccc2)C[C@@H]2CC[C@H]1N2C(=O)NCc1ccco1	-5	-4	-9	-5	-1	0	3	11
CCCN1CCC[C@@H]2Cc3[nH]ncc3C[C@H]21	7	-7	-6	-5	1	-4	-9	-2
O=C(c1cc(C(=O)NCc2ccccc2)c(=O)n(Cc2ccccc2)c1)c1cc(Br)ccc1O	-14	-13	-10	-2	-16	-10	1	15
CCOC(=O)c1c(C)n(COCCO)c2ccc(O)cc12	-3	-8	-3	-3	2	-1	-3	0
Cc1ccc(OCC(=O)N2CCN(CC3CC4C=CC3C4)CC2)cc1 (stereo unspecified)	2	-6	-4	-6	2	5	5	34
Nc1ccccc1N=Cc1c(O)n(CCC2=CCCCC2)c(=O)[nH]c1=O	5	0	2	3	-55	0	18	-32
Cc1ccc(N2C(=O)NC(=O)/C(=C\c3cc(C)n(-c4cc(C(=O)O)cc(C(=O)O)c4)c3C)C2=O)cc1	3	-6	15	1	-12	-3	0	5
O=c1c2ccccc2nc(-c2ccc(Cl)cc2Cl)n1-c1nccs1	-8	-12	-5	-3	-10	-4	-7	-86
CCCOP(=O)(O)c1c([N+](=O)[O-])cc(C(F)(F)F)cc1[N+](=O)[O-] (tested in a mixture with another compound)	-2	-1	6	-5	1	7	-7	26
CN1CCN(C(=S)SCC(=O)Nc2ccc(Cl)cc2C(=O)c2ccccc2)CC1	-10	9	-9	-1	0	-2	11	18
O=C(CCC(=O)N1C[C@H]2C[C@@H](C1)c1cccc(=O)n1C2)NCc1ccc(F)cc1	9	-1	-21	-4	0	-1	-6	1
CCCCOc1ccc(CC2C(=O)N(C)C(=O)N(C)C2=O)cc1	-7	4	-5	-30	0	-3	11	32
CCC1(c2ccccc2)C(=O)N(C)C(=O)N(C)C1=O	4	21	7	-11	2	-5	-18	6
COc1ccc2oc3c(c2c1)NC(=O)CN=C3c1ccccc1	-2	-14	2	7	1	6	17	-5
COc1ccc(CN2CCCC(C(=O)c3ccc(Cl)cc3)C2)c(O)c1 (stereo unspecified)	-4	1	-4	0	2	5	-7	22
COCCO[C@H]1CC[C@@]2(C)C(=CCC3C2CC[C@@]2(C)C3CC[C@]2(C)O)C1 (stereo partly specified)	-9	5	5	7	4	7	10	10
CC1CN(O)C2CCc3nonc3C12O (stereo unspecified)	0	1	-5	-5	0	5	-7	18

Later entries
molecule	SENP8 block-1	PfGluPho inh	SENP6 block	HKDC1 inh	SENP1 FRET inh	SENP7 block	Apaf-1 inh	SENP8 block-2
CCC(=NCc1ccco1)c1c(O)n(-c2ccc(C)cc2)c(=O)[nH]c1=O	-1	-11	-17	-7	2	-6	-4	7
CC1N=C(c2ccccc2)c2cc(Br)ccc2NC1=O (stereo unspecified)	8	16	-4	-1	1	-1	-8	16
O=c1[nH]c(=O)n(Cc2ccco2)c(O)c1C=NCCN1CCNCC1	-2	8	1	0	1	-8	-25	-4
O=C(O)C1(Br)CC12c1ccccc1-c1ccccc12 (stereo unspecified)	·	-16	·	3	-10	·	·	4
CC(=O)OC1N=C(c2ccccc2Cl)c2cc(Br)ccc2N(C)C1=O (stereo unspecified)	6	-19	-1	2	1	-5	-10	-2
C#C[C@]1(O)[C@H](O)CC2C3CC[C@H]4C[C@@H](O)CC[C@]4(C)C3CC[C@@]21C (stereo partly specified)	-1	·	3	·	1	-2	-1	5
CN1C2CCC1C(C(=O)O)C(O)C2 (stereo unspecified)	-6	-10	-4	1	0	2	5	3
COc1cccc(N2C(=O)NC(=O)/C(=C/c3ccc4c(c3)Cc3ccccc3-4)C2=O)c1	-12	10	-12	8	-2	2	18	-32
CSc1nc(NC(C)C)nc(NC(C)C)n1	·	-20	·	-6	2	·	·	9
C=CCn1c(O)c(C(C)=NCCC(c2ccccc2)c2ccccc2)c(=O)[nH]c1=O	-3	-3	-4	7	1	6	23	7
Cn1c(O)c(C=Nc2ccc3c(c2)CCC3)c(=O)n(C)c1=O	-3	-6	50	-4	2	21	5	-252
CCC(=Nc1ccccc1N)c1c(O)[nH]c(=O)[nH]c1=O	3	8	8	-5	3	2	14	2
O=C1NC(=O)C2(CCCC2)C(=O)N1	·	-2	·	-2	3	·	·	2
Cc1cccc2c1N(N=O)CCC2	2	1	5	-6	2	-1	-13	16
CCn1c(O)c(C=Nc2ccc(S(N)(=O)=O)cc2)c(=O)[nH]c1=S	0	-4	10	-1	4	5	-3	7
COC(=O)CN1C(=O)C2(C(C(=O)OC)=C(N)Oc3ccccc32)C2=C1CC(C)(C)CC2=O (stereo unspecified)	3	-9	-1	-3	2	5	-21	21
COc1ccc(-n2c(O)c(C=NCCCn3ccnc3)c(=O)[nH]c2=O)cc1	-1	9	-3	-8	-1	2	0	9
CCN(CC)c1ccc(CN2CC=C(c3ccc(F)cc3)CC2)cc1	-2	10	6	-1	0	-3	20	18
C=C[C@H]1CN2CC[C@H]1C[C@@H]2[C@@H](O)c1ccnc2ccccc12	-8	-9	0	-3	0	5	1	7
O=C(Cn1c(=O)c(C(F)(F)F)nc2ccccc21)N1CCC2(CC1)OCCO2	-2	-4	-7	-4	-18	14	0	-152
Cc1ccc(C2CC(=O)C(C=NCCN3CCN(C(=O)Cc4ccccc4)CC3)=C(O)C2)cc1 (stereo unspecified)	-8	2	-6	-1	-1	-1	11	8
O=C(Cc1ccccc1)OCn1nnc2ccccc2c1=O	-12	-4	-7	15	1	-1	-8	10
CC(=O)c1cc(C#N)c(N2CCN(C)CC2)nc1C	4	-1	-8	-3	-10	-2	0	-5
COC(=O)C1=C(c2ccc(C(C)=O)cc2)C[C@@H]2CC[C@H]1N2C(=O)N1CCC(O)CC1	-4	-9	-14	-1	1	7	-2	12
N/C(=N\[N+](=O)[O-])N/N=C/c1ccc(O)cc1	67*	9	92*	-4	1	79*	-22	13
O=S(=O)(c1ccc(Cl)cc1Cl)N1CCCC1c1cccnc1 (stereo unspecified)	0	-13	-2	-4	0	5	-12	16
CCCNC(=O)N1[C@H]2CC[C@@H]1C(C(=O)OC)=C(c1cccc(Cl)c1)C2	12	12	-10	-2	-1	-9	-6	20
COC(=O)C1=C(c2ccc(F)cc2OCc2ccccc2)C[C@@H]2CC[C@H]1N2C(=O)NCc1cccc(OC)c1	-2	19	-6	6	-1	-1	24	9

Reprinted at random: 3 records from the list, in no set order.
molecule	SENP8 block-1	PfGluPho inh	SENP6 block	HKDC1 inh	SENP1 FRET inh	SENP7 block	Apaf-1 inh	SENP8 block-2
CCC(=NCc1ccco1)c1c(O)n(-c2ccc(C)cc2)c(=O)[nH]c1=O	-1	-11	-17	-7	2	-6	-4	7
COC(=O)C1=C(c2ccc(F)cc2OCc2ccccc2)C[C@@H]2CC[C@H]1N2C(=O)NCc1cccc(OC)c1	-2	19	-6	6	-1	-1	24	9
C#C[C@]1(O)[C@H](O)CC2C3CC[C@H]4C[C@@H](O)CC[C@]4(C)C3CC[C@@]21C (stereo partly specified)	-1	·	3	·	1	-2	-1	5

Not all compounds are listed; count on the stated rates, not on these rows.
